Assay outcomes (PubChem)
TGFb inhibitor: TGF-b pathway inhibition | 1.2% of 410,000 active | HepG2 CAGA-GFP TGF-b/SMAD3 reporter, GFP fluorescence, 18 h; TGF-beta stimulated, 500 pg/mL final | Potency, µM (series often up to 46.1 µM), for the others: at the top dose activity, negative = inhibition, hits mostly inhibitors; also: potency is read from the fitted curve at half-maximal effect; % is scaled to controls: 0 for no effect and ±100 for the full control effect; nearly all actives have a fitted effect of over 65% in size
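Cell-based qHTS in HEPG2 carrying a CAGA-GFP Smad reporter; compounds added before 500 pg/mL final TGF-beta, 18 h incubation at 37 degrees C, GFP fluorescence quantified per cell by imaging cytometry.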
IL1B secr inh: blocks inflammasome-driven IL-1 beta release | activity change, % at 57.5 µM | 4.7% of 360,000 active | THP-1 LPS/ATP IL-1B secretion, AlphaLISA, 16 h; stronger effect = lower value; in the data active = activity change below about -50%; inconclusive = mostly about -30% to -49%; also: % is scaled to controls: 0 for no effect and ±100 for the full control effect
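Secreted IL-1B measured by AlphaLISA bead assay after 16 h compound exposure of THP-1 cells; compounds (final up to 57.5 uM) added 1 h before LPS (250 ng/mL) and ATP (1.25 mM) stimulation; lower signal means less secretion.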
Nrf2 inh: inhibitors of Nrf2 signaling | 2.1% of 360,000 active | AID 504444 | A549 ARE-Fluc reporter, luciferase luminescence, 18-24 h | Potency, µM (highest dose often 46 µM), without a hit: at the highest dose activity change, negative = inhibition, hits mostly inhibitors; also: potency is read from the fitted curve at half-maximal effect; % is scaled to controls: 0 for no effect and ±100 for the full control effect; nearly all actives have a fitted effect of over 60% in size
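Cells were seeded and rested 2 h, then exposed to compounds for 18-24 h. CellTiter-Fluor was read first as a viability measure. BugLite was added 15 min before the final luminescent read of ARE-luciferase activity in A549 cells.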
MCF10A rereplic: DNA re-replication induction in MCF 10a cells; MCF 10A DNA re-replication, Hoechst nuclear intensity, 48 h; Potency, µM (series often up to 46.1 µM), for the others: at the highest dose activity, positive = re-replication, usual class: activators; 2.9% of 350,000 active; AID 624296; also: potency is read from the fitted curve at half-maximal effect; % of control where 0% means no effect; nearly all actives have a fitted effect of over 50% in size
Nrf2 ARE act: activates Nrf2 signaling; AREc32 ARE-luciferase reporter (MCF7-derived line), luminescence, 24 h; Potency, µM (highest dose often 46.1 µM), inactives show top-dose activation, usual class: activators; 0.31% of 410,000 active; also: potency is read from the fitted curve at half-maximal effect; % of control where 0% means no effect; nearly all actives have a fitted effect of over 65% in size
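AREc32 cells carrying an ARE-driven firefly luciferase reporter were seeded at 1000 cells/well in OPTI-MEM with 5% FBS, then exposed to compound for 24 hr at 37 deg C. Luminescence was read with Steady-Glo after 30 min at RT.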
ATXN viability: viability counter-screen for ATXN expression inhibitors; 0.49% of 400,000 active; Potency, µM (series often up to 56.7 µM), usual class: cytotoxic; S2 cells (HEK-293 line with an ATXN2-luciferase reporter) viability, CellTiter-Fluor protease fluorescence, 24 h; also: potency is read from the fitted curve at half-maximal effect; nearly all actives have a fitted effect of over 40% in size
A549 viability: kills or reduces viability of A549 cells in Nrf2 counter-screen; A549 ARE-Fluc cells, CellTiter-Fluor viability, 18-24 h; Potency, µM (highest dose often 46 µM), for inactives: top-dose activity change, negative = cytotoxicity, actives largely listed as inhibitors; 0.16% of 390,000 active; also: potency is read from the fitted curve at half-maximal effect; % is scaled to controls: 0 for no effect and ±100 for the full control effect
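Cytotoxicity counterscreen: CellTiter-Fluor fluorescence was measured in A549 ARE_Fluc cells after 18-24 h of compound exposure in a concentration series. The subsequent BugLite luminescent read reports ARE-luciferase activity.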
ATXN2 expr inh: ATXN2 expression inhibition. AID 1745845. HEK-293 ATXN2-luciferase reporter, luminescence, 24 h. Potency, µM (highest dose often 57 µM), inactives show at the top dose activity change, negative = inhibition, usual class: inhibitors. 0.72% of 360,000 active; also: potency is read from the fitted curve at half-maximal effect; % is scaled to controls: 0 for no effect and ±100 for the full control effect; nearly all actives have a fitted effect of over 55% in size
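ATXN2-luciferase reporter cells (luciferase flanked by upstream and downstream ATXN2 gene portions) were treated 24 h at 37 °C with compounds at up to 57 uM. SteadyGlo luminescence gave expression; GF-AFC fluorescence gave viability.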
HepG2 viability: kills HepG2 cells in TGF-b inhibitor counter-screen; 0.76% of 410,000 active; HepG2 CAGA-GFP viability, ATP luminescence, 18 h; Potency, µM (series often up to 46.1 µM), for inactives: at the top dose activity change, negative = cytotoxicity, actives largely listed as cytotoxic; also: potency is read from the fitted curve at half-maximal effect; some results filed as inactive show a strong effect at the top dose
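CellTiter-Glo luminescence gave cytotoxicity after 18 hours at 37 degrees C. The cells were HepG2 CAGA-GFP in 1% FBS DMEM, stimulated with 500 pg/mL TGF-beta after compound addition. %Activity was normalised to no-cell wells (complete cell-killing) and DMSO (no toxicity), and curves were fitted and classified.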
Numbers without * were called inactive; i = inactive; u = inconclusive; x = no result given; & = joins results of further samples; [ ] = another dose, or the depositor's remark. Unless noted, calls follow the shape of the dose curve; as a rule, active = well fitted curve in the direction sought with a large enough effect; inconclusive = small, poorly fitted or top-dose-only effect, or another doubt; inactive = no such curve, though single readings can be large; an effect the other way counts as inactive or inconclusive.

[1] COc1ccc(CC(=O)Nc2cccc3ncccc23)cc1OC
[2] CC(NC(=O)COc1ccc(/C=N/NC(=O)CO)cc1)c1ccccc1 (stereo not given)
[3] CC(C)C1Cc2[nH]c(=O)c(C(=O)O)cc2CO1 (stereo not given)
[4] COc1ccc(CCC(=O)Nc2ccc3c(c2)OCO3)cc1
[5] Cc1cc(C)cc(-n2nnc3ccccc3c2=O)c1
[6] COc1cccc(CNC(=O)CCn2ccc3cc(S(=O)(=O)N4CCC(C)CC4)ccc32)c1
[7] COc1cc(C(=O)OCC(=O)Nc2sccc2C(N)=O)cc(OC)c1OC
[8] CN(Cc1ccccc1)C(=S)NC(=O)c1cccs1
Screen / compound no.	1	2	3	4	5	6	7	8
TGFb inhibitor	4%	-1%	-2%	21%	-12%	-7%	0%	-16%
IL1B secr inh	14	1	12	-13	-2	u	78	51
Nrf2 inh	-10%	-1%	11%	2%	x	7%	u	3%
MCF10A rereplic	-2%	5%	-1%	-9%	x	6%	u	15%
Nrf2 ARE act	0.2%	-0.3%	0.4%	3.1%	6.8%	0.0%	-0.7%	-0.1%
ATXN viability	i	i	i	i	i	i	u	i
A549 viability	1%	-6%	-4%	0%	x	0%	-6%	1%
ATXN2 expr inh	x	1%	12%	-17%	x	-1%	u	-22%
HepG2 viability	-24%	-13%	-15%	2%	-1%	-5%	-34%	-7%

[9] CC(=O)C[C@@H](O)CC(=O)[C@H]1OC(=O)CC/C=C\Cc2ccccc21
[10] O=S1(=O)N=C2CCCN2C(c2ccc(F)cc2)N1 (stereo not given)
[11] Cc1ccccc1CSc1nnc(NC(=O)C2COc3ccccc3O2)s1 (stereo not given)
[12] COc1ccc(NC(=O)N(C)C[C@H]2Oc3c(NC(=O)c4ccncc4)cccc3C(=O)N([C@H](C)CO)C[C@@H]2C)cc1
[13] Nc1cc(Cc2ccccc2)ccc1O
[14] CCN(CC)c1ccc2cc(C(C)=O)c(=O)oc2c1
[15] COc1cccc(N/C(SC)=C(/C#N)C(N)=O)c1
[16] COc1cccc(CNC(=S)Nc2cccc(Cl)c2C)c1
Screen / compound no.	9	10	11	12	13	14	15	16
TGFb inhibitor	14%	18%	2%	1%	-16%	11%	25%	-7%
IL1B secr inh	-8	5	2	-7	-25	30	14	-8
Nrf2 inh	8%	-4%	u	10%	-6%	u	15%	-6%
MCF10A rereplic	-12%	-1%	u	1%	u	10µM*	16%	10%
Nrf2 ARE act	-1.0%	-0.5%	0.4%	0.1%	u	0.5%	2.3%	-0.1%
ATXN viability	i	i	i	i	i	i	i	i
A549 viability	0%	-11%	-11%	-2%	-7%	u	-6%	16%
ATXN2 expr inh	7%	-6%	6%	-3%	1%	14%	2%	-15%
HepG2 viability	4%	-2%	-15%	8%	-3%	-14%	-13%	0%

[17] COc1ccc2c(c1)Cc1sc(NC(=O)c3cccnc3)nc1-2
[18] COc1ccc(C(C(=O)NC2CCCC2)N(C(=O)c2snc(-c3ccc(F)cc3)c2N)c2ccc(F)cc2)cc1 (stereo not given)
[19] COc1ccc(OC)c(/C=N\NC(=O)CC(=O)NCCc2ccccc2)c1
[20] Cc1noc(C)c1CC(=O)NC1CC(C)(C)Cc2c1cnn2-c1ccccc1 (stereo not given)
[21] CCCc1cc(-c2nc(-c3ccc(C)cc3)cs2)ccn1
[22] Cc1ncc(CN2CCN(CCC(C)C)C(CCO)C2)s1 (stereo not given)
[23] CCOC(=O)c1c(NC(=O)COC(=O)CCCOc2ccc(OC)cc2)sc(C(=O)NC)c1C
[24] O=C1C(=O)N(C2CCN(C(=O)c3ccccc3F)CC2)CCN1Cc1ccc(F)cc1
Screen / compound no.	17	18	19	20	21	22	23	24
TGFb inhibitor	4%	0%	21%	3%	u	-10%	-14%	-9%
IL1B secr inh	u	47	1	13	20	-16	5	x
Nrf2 inh	-19%	u	-19%	-13%	-22%	7%	14%	u
MCF10A rereplic	-4%	u	-2%	1%	u	2%	1%	x
Nrf2 ARE act	0.0%	-0.2%	2.7%	-0.8%	6.9%	-0.8%	-0.5%	-0.7%
ATXN viability	i	i	i	i	u	i	i	i
A549 viability	1%	u	0%	-2%	-18%	1%	3%	-1%
ATXN2 expr inh	2%	0%	-17%	5%	x	x	0%	10%
HepG2 viability	3%	13%	10%	-3%	10µM*	-7%	9%	0%

[25] CCCCN1CC(N2CCN(Cc3cccc(C)c3)CC2)CS1(=O)=O (stereo not given)
[26] O=c1nc(N2CCCC2)nc(N2CCCC2)[nH]1
[27] CC(C)(C)c1ccc(NC(=O)CN2C(=O)NC(C)(C3CC3)C2=O)cc1 (stereo not given)
[28] O=C(CSc1nnc2[nH]c(=O)cc(-c3ccccc3)n12)Nc1ccc(OC(F)(F)F)cc1
[29] CC(C)c1ccc(NC2CCCN(C(=O)c3ccc4nccnc4c3)C2)cc1 (stereo not given)
[30] O=C(/C=C/c1ccc2c(c1)OCCCO2)c1ccc2ccccc2c1O
[31] COc1ccc(NC(=O)C2CCCN(c3ncnc4c3nc3n4CCCCC3)C2)c(OC)c1 (stereo not given)
[32] COc1ccc(NC(=O)Cn2cc(C(=O)C3CCCCC3)c3ccccc32)cc1
Screen / compound no.	25	26	27	28	29	30	31	32
TGFb inhibitor	-3%	-1%	-15%	-5%	-7%	0%	-8%	-16%
IL1B secr inh	-2	-12	-13	x	39	12	x	x
Nrf2 inh	x	-1%	-16%	x	-11%	u	u	u
MCF10A rereplic	x	-8%	7%	x	13%	18µM*	x	x
Nrf2 ARE act	0.0%	-0.5%[9.22 µM]	-0.2%	0.5%	0.2%	2.2%	0.4%	4.6%
ATXN viability	i	i	u	x	i	i	i	i
A549 viability	x	0%	-4%	-4%	5%	-3%	9%	-19%
ATXN2 expr inh	7%	4%	-14%	x	-22%	72%[activator]	-6%	-1%
HepG2 viability	10%	6%	-13%	-1%	-2%	12%	8%	-14%

[33] COc1ccc(NS(=O)(=O)c2ccc(Cl)c(NC(=O)c3ccccc3F)c2)cc1
[34] CC(C)C(=O)N1CCCC1(C)C(=O)Nc1ccc2c(c1)OCO2 (stereo not given)
[35] COCCNC(C)C(=O)Nc1ccc(Br)cc1 (stereo not given)
[36] COc1ccc(NC(=O)CN(c2ccccc2)S(=O)(=O)c2ccccc2)c(OC)c1
[37] Cn1c(SCC(=O)Nc2nc3ccccc3s2)ncc(C(=O)Nc2ccccc2)c1=O
[38] O=C1c2ccccc2C(=O)N1c1cccc(-c2nc3ccccc3o2)c1
[39] CCN(CC)S(=O)(=O)c1ccc(NC2c3ccccc3C(=O)N2Cc2ccc3c(c2)OCO3)cc1 (stereo not given)
[40] COC(=O)CN1C(=O)C(O)(CC(=O)c2ccc(C)cc2)c2cc(Br)ccc21 (stereo not given)
Screen / compound no.	33	34	35	36	37	38	39	40
TGFb inhibitor	u	6%	3%	6%	1%	-2%	-12%	-5%
IL1B secr inh	-7	4	0	10	x	19	-16	26
Nrf2 inh	u	x	13%	u	x	-1%	-15%	10%
MCF10A rereplic	0%	x	-3%	21%	x	-1%	-4%	20%
Nrf2 ARE act	1.5%	-1.1%	-0.4%	-0.2%	3.8%	-0.6%	-1.1%	0.5%
ATXN viability	i	i	i	i	x	i	i	i
A549 viability	u	x	7%	5%	3%	-7%	3%	-3%
ATXN2 expr inh	2%	11%	2%	x	x	u	-13%	0%
HepG2 viability	-10%	1%	-5%	6%	-9%	3%	-15%	-12%

Compounds listed so far containing two or more sulfur atoms:
[8] CN(Cc1ccccc1)C(=S)NC(=O)c1cccs1
[11] Cc1ccccc1CSc1nnc(NC(=O)C2COc3ccccc3O2)s1 (stereo not given)
[37] Cn1c(SCC(=O)Nc2nc3ccccc3s2)ncc(C(=O)Nc2ccccc2)c1=O
Screen / compound no.	8	11	37
TGFb inhibitor	-16%	2%	1%
IL1B secr inh	51	2	x
Nrf2 inh	3%	u	x
MCF10A rereplic	15%	u	x
Nrf2 ARE act	-0.1%	0.4%	3.8%
ATXN viability	i	i	x
A549 viability	1%	-11%	3%
ATXN2 expr inh	-22%	6%	x
HepG2 viability	-7%	-15%	-9%

(cont.)
[41] Cc1c(C#N)c2n(c1C)CCCC(=O)N2
[42] CCOC(=O)C1CCN(c2nc3c(S(=O)(=O)c4ccc(C)c(C)c4)nnn3c3ccc(Cl)cc23)CC1
[43] Cc1csc2ncc(C(=O)NCc3ccc4c(c3)OCO4)c(=O)n12
[44] COC(=O)c1cc(S(=O)(=O)N(C)C2CCCCC2)cn1C
[45] CCN(CC(=O)NC1CCS(=O)(=O)C1)S(=O)(=O)c1cc(C)ccc1C (stereo not given)
[46] CCOc1cc(/C=C(/C#N)C(=O)Nc2ccc(OC)cc2)ccc1OCc1ccc(C(=O)O)cc1
[47] Cc1cc(NC(=O)C2CC(c3ccc(F)cc3)=NO2)n(-c2ccccc2)n1 (stereo not given)
[48] Cc1cc2c(cc1S(=O)(=O)NCc1ccccc1Cl)OCCN2C
[49] COc1ccc(C(=O)Nc2nc3ccccc3s2)c(OC)c1
Screen / compound no.	41	42	43	44	45	46	47	48	49
TGFb inhibitor	-9%	-2%	4%	-15%	-8%	2%	-2%	u	12%
IL1B secr inh	0	x	12	-3	3	-14	15	10	-14
Nrf2 inh	x	-10%	2%	1%	u	u	-5%	u	7.3µM*
MCF10A rereplic	x	x	-1%	-1%	1%	8%	12%	-14%	u
Nrf2 ARE act	-0.8%	-1.0%	3.6%	1.4%	0.1%	-0.6%	-0.4%	-1.0%&-0.5%	-1.6%
ATXN viability	x	i	i	i	i	i	i	i	i
A549 viability	x	0%	-1%	-7%	1%	-10%	-2%	-8%&12%	4%
ATXN2 expr inh	x	1%	3%	x	6%	11%	1%	0%	0.79µM*
HepG2 viability	-7%	5%	2%	-19%	-1%	-2%	-1%	-1%&-5%	18µM*
